HEK293 tox = qHTS of GLP-1 Receptor Inverse Agonists: Cytotox Screen; HEK293 cAMP-luciferase reporter cells, luminescence, 24 h; Potency, µM (highest dose often 38.3 µM), without a hit: at the top dose activity change, negative = inhibition, actives largely listed as inhibitors; hit rate 0.13% among 410,000; AID 624418, 2012;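 note: loss of luciferase light is scored as toxicity; potency is the fitted concentration of half-maximal effect; % is set by controls: 0 for no effect and ±100 for the full control effect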
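A 23 nL compound transfer followed 12 hours of cell culture at 37 deg C; exposure then lasted 24 hr. Luciferase assay detection reagent was dispensed and plates read for luminescence after a 12 min room-temperature wait.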
D3 ag = qHTS of D3 Dopamine Receptor Agonist: qHTS | D(3) dopamine receptor (Homo sapiens), P35462 | D3R DiscoveRx beta-arrestin cells, luminescence, 90 min | max activation, % | hit rate 0.58% among 410,000; in the data active = max activation above about 30%; note: 0% is about no effect; mostly tested at two doses, the higher about 12 µM
Target sequence (P35462 whole entry, looked up): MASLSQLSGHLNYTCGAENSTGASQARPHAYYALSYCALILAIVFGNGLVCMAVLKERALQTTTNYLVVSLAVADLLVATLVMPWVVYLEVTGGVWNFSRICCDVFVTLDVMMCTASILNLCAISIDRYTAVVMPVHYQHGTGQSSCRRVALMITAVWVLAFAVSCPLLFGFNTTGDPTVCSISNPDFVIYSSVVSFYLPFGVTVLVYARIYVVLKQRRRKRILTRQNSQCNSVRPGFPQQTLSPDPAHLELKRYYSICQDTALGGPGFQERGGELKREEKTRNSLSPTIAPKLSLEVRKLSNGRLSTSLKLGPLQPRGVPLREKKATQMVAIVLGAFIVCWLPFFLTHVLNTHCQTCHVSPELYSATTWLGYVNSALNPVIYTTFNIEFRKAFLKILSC
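Cells at 1500/well, incubated overnight, then treated with pinned compounds (dopamine as control) for 90 min at 37 degrees C. DiscoveRx reagent added for 30 - 60 minutes at room temperature; luminescence read.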
GLP1R inv ag = qHTS of GLP-1 Receptor Inverse Agonists (Inhibition Mode). HEK293 GLP-1R CRE-luciferase, luminescence, 24 h; GLP-1R form is constitutively active. Potency, µM (doses to about 38.3 µM), for inactives: top-dose activity change, negative = inhibition, most hits filed as inhibitors. hit rate 1.6% among 410,000. AID 624417, 2012; note: potency is the fitted concentration of half-maximal effect; % is set by controls: 0 for no effect and ±100 for the full control effect; nearly all actives have a fitted effect of over 55% in size
Target sequence (P43220 whole entry, looked up): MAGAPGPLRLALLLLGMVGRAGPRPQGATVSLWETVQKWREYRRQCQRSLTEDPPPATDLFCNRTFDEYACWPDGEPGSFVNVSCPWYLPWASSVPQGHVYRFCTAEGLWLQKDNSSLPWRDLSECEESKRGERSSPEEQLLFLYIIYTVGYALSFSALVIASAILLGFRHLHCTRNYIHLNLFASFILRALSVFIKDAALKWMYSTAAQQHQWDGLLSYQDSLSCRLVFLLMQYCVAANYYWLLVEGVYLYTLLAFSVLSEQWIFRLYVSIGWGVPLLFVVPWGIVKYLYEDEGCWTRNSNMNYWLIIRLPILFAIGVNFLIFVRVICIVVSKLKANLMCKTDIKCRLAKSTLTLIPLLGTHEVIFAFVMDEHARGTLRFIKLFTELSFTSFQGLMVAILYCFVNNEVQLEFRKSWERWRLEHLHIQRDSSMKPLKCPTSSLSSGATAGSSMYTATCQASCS
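Readout was luciferase luminescence, measured 12 min after detection reagent at room temperature. Beforehand, GLP-1R reporter HEK293 cells had sat 12 h, then received compounds for 24 hr at 37 deg C.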
Numbers without * were called inactive; ? = inconclusive; [ ] = dose if it differs, or a comment. Unless noted, calls come from the whole dose curve; as a rule, active = well fitted curve in the direction sought with a large enough effect; inconclusive = small, poorly fitted or top-dose-only effect, or another doubt; inactive = no such curve, though single readings can be large; an effect the other way counts as inactive or inconclusive. Not all compounds are listed (hit frequency here may not be typical).

SMILES	HEK293 tox	D3 ag	GLP1R inv ag
CCOc1ccccc1NC(=O)C(C)Sc1cc(-c2ccccc2)nc(C)n1 (configuration not stated)	0%	15	10%
COc1ccc2nc(N3CCN(C(=O)CS(=O)(=O)c4ccc(C)cc4)CC3)sc2c1	-2%	-1	-16%
COc1ccccc1CNC(=O)CSc1nc(=O)[nH]c2c1CCC2	7%	8	5%
Cc1cn(C)c(CC(=O)Nc2ccc(F)cc2Cl)c1C(=O)O	1%	3	-8%
O=C(CC1C(=O)N(c2ccccc2)C(=O)N1CCC1=CCCCC1)Nc1ccc(F)cc1 (configuration not stated)	-16%	-5	10µM*
CCOc1ccc(NC(=O)c2cnn(-c3ccc(C)c(C)c3)c2C2CCN(C(=O)OC(C)(C)C)CC2)cc1	1%	-2	15%
CCOC(=O)c1ccc(NC(=O)Nc2c[nH]c(=O)[nH]c2=O)cc1	-1%	4	-13%
Cc1cccc2c1-c1sc(C(=O)NCc3ccccc3Cl)cc1CO2	-10%	-17	?
CCOc1ccc(C(=O)/C=C/c2cn(CC(O)CN3CCCCCC3)c3ccccc23)cc1 (configuration not stated)	51%[activator]	-18	?
Cc1cccc(Cn2c(SCc3ccc(C(=O)N4CCC(C)CC4)cc3)nc3ccncc32)c1	-2%	-12	?
CC(=O)c1cc(-c2ccc(F)cc2)n(CCC(=O)NCc2ccccc2C)c1C	-7%	-14	-17%
CCc1ccc(S(=O)(=O)c2c(C(=O)c3ccc(C)c(C)c3)cnc3ccccc23)cc1	-20%	-9	?
COCCNC(=O)c1ccc2c(c1)NC(=O)C(CS(=O)(=O)Cc1ccc(F)cc1Cl)N2 (configuration not stated)	-8%	-13	3%
Cc1ccc(Nc2c(-c3ccco3)nc3ccc(C)cn23)cc1	11%	6	8%
COc1ccc(-c2cc(C(F)(F)F)c(C#N)c(SCC(=O)Nc3ccccc3F)n2)cc1	3%	0	5%
Cc1cccc(C(=O)Nc2nnc(SCc3cc(=O)n4cccc(C)c4n3)s2)c1	11%	4	3%
CCCCn1c(=O)c2oc3ccccc3c2n(Cc2cccc(C)c2)c1=O	8%	12	6%
O=C(NCCN1CCN(c2ccccc2F)CC1)C1COc2ccccc2C1 (configuration not stated)	2%	-13	-25%
COCc1cc(C)nc2sc3c(c12)NC(c1ccccc1C(=O)O)N(c1cccc(C(F)(F)F)c1)C3=O (configuration not stated)	28%	-16	7%
O=C(NCCc1ccc(Cl)cc1)C1COc2ccccc2C1 (configuration not stated)	13%	-9	?
Cc1ccc(OCC(=O)Nc2nnc(SCc3cc(=O)c4ccccc4[nH]3)s2)cc1	8%	14	10%
CCn1c(C(=O)NCc2ccccc2Cl)cc2sc(Cl)cc21	1%	6	-18%
COc1cccc(-n2ccn(CC(=O)NCc3ccc(C)cc3)c(=O)c2=O)c1	7%	8	0%
COc1ccc(N2CCN(C(=O)CCc3c(C)nn(-c4ccc(N5CCCC5)nn4)c3C)CC2)cc1	4%	10	2%
CCOC(=O)N1CCc2c(sc(NCc3cc(OC)c(OC)cc3OC)c2C(=O)Nc2ccc(OCC)cc2)C1	1%	5	7%
COc1ccccc1NC(=O)CSC1=Nc2ccccc2C2=NC(CC(=O)NCc3ccc4c(c3)OCO4)C(=O)N12 (configuration not stated)	-10%	-5	-18%
Fc1ccccc1C(NCCc1ccc(Cl)cc1)c1nnc(-c2ccccc2)o1 (configuration not stated)	9%	-9	?
CCC(C)Nc1sc(S(=O)(=O)CC)nc1S(=O)(=O)c1ccc(C)cc1 (configuration not stated)	2%	-13	6%
O=C(CSc1nc(=O)[nH]c2c1CCC2)NCc1ccc(Cl)cc1	-3%	10	18%
CC(=O)N1CCCC1c1nc2ccccc2n1Cc1cccc(Cl)c1 (configuration not stated)	4%	-4	7%

Another view of 2 compounds above:
canonical_smiles,HEK293 tox,D3 ag,GLP1R inv ag
Fc1ccccc1C(NCCc1ccc(Cl)cc1)c1nnc(-c2ccccc2)o1 (configuration not stated),9%,-9,?
CCC(C)Nc1sc(S(=O)(=O)CC)nc1S(=O)(=O)c1ccc(C)cc1 (configuration not stated),2%,-13,6%

(list continues)
SMILES	HEK293 tox	D3 ag	GLP1R inv ag
Cc1c(C(=O)Nc2cccc(Cl)c2)oc2ccc(S(=O)(=O)N3CCCCCC3)cc12	0%	-1	?
CC1(C)N=C(SCc2ccccc2Cl)c2ccccc2N1	13%	-14	?
Cc1cc(=O)n(Cc2ccccc2)c2c1c(C)nn2C	13%	3	12%
CCOc1cccc(OCCCn2c(-c3ccc(Br)cc3)nc3ccccc3c2=O)c1	0%	5	0%
CCN(CCCNC(=O)c1cc2cc3ccc(OC)cc3nc2s1)c1ccccc1	-16%	3	4%
O=C(NCc1cccc(F)c1)c1ccccc1NC(=O)c1nsc2ccccc12	-17%	-16	11%
CCc1ccc(C(=O)CC2(O)C(=O)N(Cc3ccc(C)cc3)c3ccccc32)cc1 (configuration not stated)	?	-10	11%
COc1ccc(-c2nc(Cn3c(SCc4ccc(C)cc4)nc4cccnc43)c(C)o2)cc1OC	-22%	-9	10µM*
Cc1cc2nc(-c3cccc(NC(=O)C(C)C)c3C)oc2cc1C	0%	5	22%
CCOC(=O)c1cccc(NC(=O)N2CCC(CN3CCc4ccccc4C3)CC2)c1	-5%	-18	?
Cc1ccc(CN2CCSc3ccc(C(=O)Nc4ccc(C)cc4)cc32)cc1	1%	-5	-11%
O=c1oc2ccc3ccccc3c2cc1-c1nnc(Nc2ccccc2)s1	-8%	1	8%
COc1ccc(-c2onc(C)c2C)cc1S(=O)(=O)N1CCN(c2ccc(Cl)cc2)CC1	15%	10	2%
COC(=O)c1cc2oc3ccccc3c2n1CC(=O)Nc1ccc(C)c(F)c1	-5%	-9	1%
CCOC(=O)c1ccc(NC(=O)Cn2cc(C(=O)c3cccs3)c3ccccc32)cc1	-14%	13	?

Exported with two lines to a compound: 22 of the compounds above.
Below each SMILES – HEK293 tox | D3 ag | GLP1R inv ag
- CCn1c(C(=O)NCc2ccccc2Cl)cc2sc(Cl)cc21
→ 1% | 6 | -18%
- COc1cccc(-n2ccn(CC(=O)NCc3ccc(C)cc3)c(=O)c2=O)c1
→ 7% | 8 | 0%
- COc1ccc(N2CCN(C(=O)CCc3c(C)nn(-c4ccc(N5CCCC5)nn4)c3C)CC2)cc1
→ 4% | 10 | 2%
- CCOC(=O)N1CCc2c(sc(NCc3cc(OC)c(OC)cc3OC)c2C(=O)Nc2ccc(OCC)cc2)C1
→ 1% | 5 | 7%
- COc1ccccc1NC(=O)CSC1=Nc2ccccc2C2=NC(CC(=O)NCc3ccc4c(c3)OCO4)C(=O)N12 (configuration not stated)
→ -10% | -5 | -18%
- Fc1ccccc1C(NCCc1ccc(Cl)cc1)c1nnc(-c2ccccc2)o1 (configuration not stated)
→ 9% | -9 | ?
- CCC(C)Nc1sc(S(=O)(=O)CC)nc1S(=O)(=O)c1ccc(C)cc1 (configuration not stated)
→ 2% | -13 | 6%
- O=C(CSc1nc(=O)[nH]c2c1CCC2)NCc1ccc(Cl)cc1
→ -3% | 10 | 18%
- CC(=O)N1CCCC1c1nc2ccccc2n1Cc1cccc(Cl)c1 (configuration not stated)
→ 4% | -4 | 7%
- Cc1c(C(=O)Nc2cccc(Cl)c2)oc2ccc(S(=O)(=O)N3CCCCCC3)cc12
→ 0% | -1 | ?
- CC1(C)N=C(SCc2ccccc2Cl)c2ccccc2N1
→ 13% | -14 | ?
- Cc1cc(=O)n(Cc2ccccc2)c2c1c(C)nn2C
→ 13% | 3 | 12%
- CCOc1cccc(OCCCn2c(-c3ccc(Br)cc3)nc3ccccc3c2=O)c1
→ 0% | 5 | 0%
- CCN(CCCNC(=O)c1cc2cc3ccc(OC)cc3nc2s1)c1ccccc1
→ -16% | 3 | 4%
- O=C(NCc1cccc(F)c1)c1ccccc1NC(=O)c1nsc2ccccc12
→ -17% | -16 | 11%
- CCc1ccc(C(=O)CC2(O)C(=O)N(Cc3ccc(C)cc3)c3ccccc32)cc1 (configuration not stated)
→ ? | -10 | 11%
- COc1ccc(-c2nc(Cn3c(SCc4ccc(C)cc4)nc4cccnc43)c(C)o2)cc1OC
→ -22% | -9 | 10µM*
- Cc1cc2nc(-c3cccc(NC(=O)C(C)C)c3C)oc2cc1C
→ 0% | 5 | 22%
- CCOC(=O)c1cccc(NC(=O)N2CCC(CN3CCc4ccccc4C3)CC2)c1
→ -5% | -18 | ?
- Cc1ccc(CN2CCSc3ccc(C(=O)Nc4ccc(C)cc4)cc32)cc1
→ 1% | -5 | -11%
- O=c1oc2ccc3ccccc3c2cc1-c1nnc(Nc2ccccc2)s1
→ -8% | 1 | 8%
- COc1ccc(-c2onc(C)c2C)cc1S(=O)(=O)N1CCN(c2ccc(Cl)cc2)CC1
→ 15% | 10 | 2%

(more compounds)
SMILES	HEK293 tox	D3 ag	GLP1R inv ag
COc1cccc(N2CCN(C(=O)C3CCN(S(=O)(=O)c4c(C)noc4/C=C/c4ccccc4F)CC3)CC2)c1	4%	0	?
CCN(c1ccc(C)cc1)S(=O)(=O)c1nnc(NC(=O)C2CCCCC2)s1	1%	-8	-1%
COc1ccc(Nc2ncc3c(n2)CCN(Cc2sccc2C)C3)c(OC)c1	1%	6	0%
Cc1sc(-c2cc3ccccc3oc2=O)nc1-c1ccc(Cl)c(Cl)c1	4%	-6	-6%
CNC(=O)c1ccc(CSc2nc3cccnc3n2Cc2cccc(F)c2)cc1	0%	7	5%
Cn1cc(S(=O)(=O)c2ccccc2)c(=O)c2cc(F)c(N3CCN(c4ccccc4)CC3)cc21	-7%	-22	3%
Cc1ccc(C2CCN(C(=O)c3cnn(-c4ccc(C)cc4)c3C3CCN(C(=O)OC(C)(C)C)CC3)C2)cc1 (configuration not stated)	0%	-19	17%
COc1ccc(N2Cc3cccc(C(=O)Nc4ccc(C)cc4)c3C2=O)cc1	12%	5	-1%
O=C(NCc1ccc(F)cc1)c1nnc(Cc2cccc(F)c2)o1	0%	3	2%
N#Cc1ccc(NC(=O)COCc2cc(-c3ccc4c(c3)OCO4)on2)cc1	-4%	9	2%
COc1cccc(NC(=O)/C(C#N)=C/c2c(C)n(Cc3ccccc3)c3ccccc23)c1	-16%	-1	?
CN(C)CCNc1oc(-c2ccc(COc3ccc(Cl)cc3)o2)nc1C#N	0%	-12	?
O=C(CN1CCSc2ccccc21)N1CCN(c2ccccc2)CC1	14%	-7	-9%
Cc1cccc(C(c2sc3nc(-c4ccco4)nn3c2O)N2CCN(c3ccccc3)CC2)c1 (configuration not stated)	1%	-13	15%
COc1ccc(N2CCN(C(c3ccccc3F)c3sc4nc(-c5ccco5)nn4c3O)CC2)cc1 (configuration not stated)	-4%	-5	-23%
CCOC(=O)c1c(NC(=O)c2ccc(S(=O)(=O)N3CCC(C)CC3)cc2)sc2c1CCN(C)C2	75%[activator]	-24	?
CCc1cccc(C)c1NC(=O)C1CCN(S(=O)(=O)Cc2ccccc2)CC1	1%	-1	-3%
CCCCCn1cc2c(c1-c1ccc(Br)cc1)c(=O)n(C)c(=O)n2C	-2%	10	6%
Cc1oc2ncnc(N3CCCCC3)c2c1C(=O)Nc1cccc(F)c1	-5%	-25	-22%
COc1ccc(Cl)cc1NC(=O)c1ccc2nc(Cc3ccccc3)oc2c1	1%	7	?
Cc1ccccc1CN1C(=O)c2ccccc2S(=O)c2ccc(C(=O)NC3CCC(C)CC3)cc21 (configuration not stated)	-8%	-1	8%
CC(=O)N1CCN(C(=O)C(=O)Nc2c3c(nn2-c2ccc(Cl)cc2)CSC3)CC1	-2%	3	11%
Cc1ccc(-n2c(=O)c3ccc(C(=O)NCc4ccco4)cc3n(Cc3cccc(Cl)c3)c2=O)cc1	6%	-13	0%
CC(=O)N1CCc2cc(S(=O)(=O)NC(CC(C)C)C(=O)NCc3ccccc3)ccc21 (configuration not stated)	1%	13	7%
CC(=O)Nc1ccc(S(=O)(=O)N2CCC(c3ccncc3)CC2)cc1	-9%	-1	-17%

Screening data (PubChem BioAssay)
